# TEAD-YAP inh – TEAD-YAP interaction inhibition. 640,000 compounds, 1.4% hits. HEK-TIYL cells, TEAD-Gal4/YAP UAS-luciferase luminescence. inhibition, % at 9.12 µM; in the data active = inhibition above about 32%;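 also: 0% = median of test compound wells and 100% = reference inhibitor wells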
# MITF primary – human MITF inhibition, primary screen. O75030. AID 1259374. 650,000 compounds, 0.91% hits. inhibition, % at 2.6 µM. AlphaScreen MITF homodimerization, bead proximity signal; in the data active = inhibition above about 50%;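 also: 0% = vehicle wells with protein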
# Target sequence (O75030 whole entry, looked up): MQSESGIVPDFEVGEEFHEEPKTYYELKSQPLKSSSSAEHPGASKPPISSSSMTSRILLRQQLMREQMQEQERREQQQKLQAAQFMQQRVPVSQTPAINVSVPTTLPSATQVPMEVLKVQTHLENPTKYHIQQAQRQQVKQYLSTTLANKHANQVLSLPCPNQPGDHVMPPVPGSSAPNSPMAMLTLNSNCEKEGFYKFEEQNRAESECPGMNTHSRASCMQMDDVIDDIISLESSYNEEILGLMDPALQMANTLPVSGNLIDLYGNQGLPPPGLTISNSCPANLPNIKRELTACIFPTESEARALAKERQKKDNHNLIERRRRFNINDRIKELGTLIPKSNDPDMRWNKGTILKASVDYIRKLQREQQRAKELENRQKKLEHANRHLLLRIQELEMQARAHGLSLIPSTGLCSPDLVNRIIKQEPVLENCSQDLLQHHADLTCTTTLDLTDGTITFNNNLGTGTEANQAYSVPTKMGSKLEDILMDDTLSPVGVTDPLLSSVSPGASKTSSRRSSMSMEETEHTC
# GPR151 activ – activators of human GPR151; PathHunter beta-arrestin GPR151 cells, luminescence; activation, % at 11.2 µM; 650,000 compounds, 1% hits; AID 1508602; in the data active = activation above about 4.9%;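 also: 0% = median of compound wells and 100% = cells with positive control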
# Target sequence (Q8TDV0 whole entry, looked up): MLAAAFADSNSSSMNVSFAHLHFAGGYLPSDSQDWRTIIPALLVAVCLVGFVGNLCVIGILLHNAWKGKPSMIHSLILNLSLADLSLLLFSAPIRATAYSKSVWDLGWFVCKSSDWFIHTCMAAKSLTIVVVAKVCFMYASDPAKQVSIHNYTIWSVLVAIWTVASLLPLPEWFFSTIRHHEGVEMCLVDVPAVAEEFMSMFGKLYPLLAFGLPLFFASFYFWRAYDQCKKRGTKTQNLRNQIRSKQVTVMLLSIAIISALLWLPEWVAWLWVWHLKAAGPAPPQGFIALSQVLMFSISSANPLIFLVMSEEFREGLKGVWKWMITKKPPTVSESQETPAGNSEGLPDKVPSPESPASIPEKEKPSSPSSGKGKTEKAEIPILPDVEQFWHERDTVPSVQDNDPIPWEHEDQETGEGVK
# FBW7 activator – human FBW7 E3 ligase activation, primary screen; 650,000 compounds, 0.13% hits; normalized activity (activation), % at 26.1 µM; AlphaScreen FBW7–phospho-cyclin E peptide binding, activator screen; Q969H0; in the data active = normalized activity above about 1.9%;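 also: purified mutant Fbw7 with reduced substrate affinity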
# Active calls of the source: *; & = joins results of further samples.
SMILES,TEAD-YAP inh,MITF primary,GPR151 activ,FBW7 activator
CCOC(=O)C(NC(=O)c1ccccc1)(Nc1sc(C)c(CC)c1C#N)C(F)(F)F (stereo not drawn),-14.4,4.3,2.2,-0.1
CCCOc1cccc(C(=O)Nc2sc3c(c2C(=O)OCC)CCCC3)c1,-3.5,2.2,-1.1,-0.1
Cc1ccc(CCNC(=O)CN2CCN(Cc3ccc(Cl)cc3)C2=O)cc1,4.0,-7.5,-0.3,-0.2
O=C(O)c1[nH]c(=O)[nH]c(=O)c1CN1CCCCC1,-1.3,17.4,-1.1,0.2
CCc1ccccc1NC(=O)CN(c1cc(C(F)(F)F)ccc1Cl)S(=O)(=O)c1ccccc1,8.7,8.9,-0.8,0.0
CCNC(=O)c1cc2c(=O)n3cc(C)ccc3nc2n(CCN2CCOCC2)c1=N,3.0,3.0,-1.2,-0.1
CCSC1=NSC2=NC(=O)/C(=C\c3ccc(OS(C)(=O)=O)c(OC)c3)C(=N)N12,-6.3,6.8,0.6,-0.2
O=C(CSc1n[nH]c(-c2ccccc2)n1)Nc1ccccc1Cl,-8.4,4.0,-2.0,0.8
CC1=NN(C(N)=S)C(=O)C1N=Nc1c(Cl)cc([N+](=O)[O-])cc1Cl (stereo not drawn),-0.1,-1.4,-0.9,-0.8
O=C(CSc1nc2ccc(Nc3nc(Nc4ccccc4)nc(N4CCCC4)n3)cc2s1)NCc1ccccc1,6.3,-0.8,0.1,-0.1
CC1=C(C#N)c2nc(N)c(C#N)c(C)c2/C1=C/c1ccc(-c2ccc(C)cc2Br)o1,2.8,17.3,-1.5,1.7
CC(=O)CCC(=O)N1CCCC(C(=O)Nc2ccc(-c3cccc(F)c3)cc2)C1 (stereo not drawn),-6.1,9.4,-1.3,0.1
C=CCNc1c(C)c(C)nc2cc(-c3cc(OC)cc(OC)c3)nn12,-28.6,-9.7,-0.8,0.0
O=C(COc1cccc(Cl)c1)NN1C(=O)c2ccccc2NC1c1ccccc1Cl (stereo not drawn),9.2,1.6,0.0,-0.1
O=C(O)Cn1cc(C(=O)C(F)(F)F)c2ccccc21,-5.8,-7.3,-1.4,0.0
Cc1ccc(OCC(=O)Nc2cccc(NC(=O)c3cccs3)c2)cc1,-14.1,-2.0,0.3,-0.1
COc1ccccc1/C=C/CN1CCNC(=O)C1CC(=O)NC1CCOCC1 (stereo not drawn),6.8,-6.4,4.9*,-0.2
c1ccc(Cc2nc3ccc(Nc4nccc(-c5cncc(N6CCOCC6)c5)n4)cc3o2)cc1,28.8,-7.1,-0.4,-0.1
CCOC(=O)N1CCC(NC(=O)c2cccnc2SCc2cccc(Br)c2)CC1,-11.6,8.6,1.1,0.0
CCOc1ccc2ccccc2c1CNCCc1ccc(S(N)(=O)=O)cc1,2.7,19.6,-1.3,0.8
O=C(N1CCOCC1)N1CCCC(c2nc3c(nnn3Cc3ccccc3)c(=O)[nH]2)C1 (stereo not drawn),3.0,14.1,0.9,0.4
Cc1ccn2c(=O)c(C(=O)NCc3ccc(F)cc3)cnc2c1,-6.1,5.4,0.4,-0.1
CC(=O)c1ccc(NC(=O)CCCn2cnc([N+](=O)[O-])n2)cc1,-9.0,19.6,0.0,0.5
COc1ccc(C2C(C#N)=C(N)Oc3cc(C)n(Cc4ccco4)c(=O)c32)cc1OC (stereo not drawn),3.0,-2.3,0.1,-0.1
COc1ccc2nc(NCc3ccccc3)[nH]c2c1,-29.7,11.4,-1.4,0.1
O=C(NCCN1CCN(c2cccc(Cl)c2)CC1)Nc1ccccc1,2.3,-10.8,-0.2,0.2
Cc1cc(NC(=O)COc2ccc(Br)cc2)no1,-68.3,-25.2,0.0,0.3
COc1ccc(/C=N/NC(=S)SC)cc1OC,15.8,-2.0,0.1,-0.1
CCOc1ccc(C(=O)NCCc2cc3c(OC)ccc(OC)c3[nH]c2=O)cc1,4.0,10.1,-0.1,0.1
O=C(Nc1cccc(OC(=O)c2ccc(S(=O)(=O)c3ccccc3)cc2)c1)c1ccccc1,18.9,4.2,-1.5,0.1
CCN(CC)C(=O)CSc1ccc(C(=O)NCc2ccc(OC)cc2)cc1[N+](=O)[O-],-2.9,-0.4,1.2,-0.1
c1ccc(Nc2nc(NCc3cccnc3)c3ncn(-c4ccsc4)c3n2)cc1,16.3,26.1,-0.2,0.2
CCc1[nH]nc2c1C(c1ccc(Cl)cc1)C(C#N)=C(N)O2 (stereo not drawn),-6.8,-12.0,3.4,0.1
C=CCN(c1ccccc1)C(C(=O)Nc1ccc2c(c1)OCCO2)c1ccccc1 (stereo not drawn),3.4,-0.4,1.1,0.0
Cc1ccc(CNC(=O)C2C3C=CC(C3)C2C(=O)O)cc1 (stereo not drawn),-1.8,9.7,0.4,0.1
O=C1N(Cc2ccc3ccccc3c2)CCN1c1ccc2c(c1)OCO2,17.6,-13.4,-0.3,0.5
CC1=C(C(=O)Nc2ccc(Cl)cc2)C(c2ccccc2)C(C#N)=C(SCC(=O)Nc2ccc(I)cc2)N1 (stereo not drawn),-1.7,1.0,2.0,-0.1
CC(=O)[C@@H]1[C@@H](c2ccccc2)C(C#N)(C#N)[C@H]2C=Cc3ccccc3N12,2.3,0.2,0.1,0.0
CCCn1c(SCC(=O)Nc2nc3ccccc3s2)nnc1-c1ccoc1C,-7.2,5.9,0.4,0.2
CCOc1ccc(N2C(=O)CC(NCCCc3ccccc3)C2=O)cc1 (stereo not drawn),-1.7,-8.8,0.6,-0.1
NC(=S)c1cccc(Oc2ccccc2)c1,13.6,-0.9,2.5,-0.5
Cc1ccc(C)c(CSc2nc(=O)[nH]c3c2CCCC3)c1,-0.7,10.0,1.1,-0.1
CCOC(=O)c1sc2nc(SCC(=O)NCc3ccco3)n(CCc3ccc(OC)c(OC)c3)c(=O)c2c1C,3.0,3.1,1.2,0.1
Cc1ccc(C)c(NC(=O)CN(c2cccc(C)c2C)S(C)(=O)=O)c1,-11.0,-0.7,0.9,0.2
CCCCCNc1nc2c(c(=O)[nH]c(=O)n2C)n1CC(O)COC(C)C (stereo not drawn),11.2,4.6,-1.0,0.1
Cc1ncc(CO)c(CNc2cccc(Cl)c2C)c1O,-3.2,4.4,-0.6,-0.1
CCCCC(=O)C(C#N)c1nc2ccccc2[nH]1 (stereo not drawn),-37.5,-8.5,-0.2,-0.1
O=C(CSc1n[nH]c(=O)n1C1CC1)Nc1ccc(F)c(Cl)c1,-4.3,-4.8,0.2,-0.1
CCOC(=O)c1c(NC(=O)/C=C/C(=O)O)sc2c1CCN(Cc1ccccc1)C2,1.9,12.3,-0.2,-0.1
COC(=O)c1ccc(NC(=O)CC(=O)Nc2ccc(C(=O)OC)cc2)cc1,9.6,14.4,-0.5,0.8
C=CCSc1nnc2c(n1)OC(/C=C/c1ccco1)Nc1ccccc1-2 (stereo not drawn),-35.4,-5.3,0.7,0.0
Cc1nc(N(C)c2ccc(C(C)C)cc2)c2c(C)c(C(=O)Nc3ccc(F)cc3)sc2n1,-11.4,-6.6,-0.5,0.1
CC(C)(C)c1ccccc1OCC(O)CN1CCN(c2ccc(F)cc2)CC1 (stereo not drawn),1.9,9.3,0.0,0.1
Cc1cc(N2C(=O)CSC2c2ccccc2[N+](=O)[O-])ccc1Br (stereo not drawn),-6.2,18.1,-0.4,0.1
CCOc1ccc(C2=C(Cl)C=C(c3ccc(F)cc3)c3ccccc3O2)cc1,-5.4,-10.2,1.5,0.1
O=C1CCN(Cc2cc(F)cc(F)c2)CCN1CC1CCCCC1,7.7,9.8,-1.2,0.0
CNS(=O)(=O)c1ccc(NC(=O)Nc2cccc(C(C)=O)c2)cc1,3.2,17.4,2.5,0.1
Cc1c(Cc2ccccc2)sc(NC(=O)Nc2ccccc2)c1C(N)=O,-18.1,1.9,2.7,0.4
Cc1ccc(N2C(=O)CSC2c2cccc([N+](=O)[O-])c2)cc1C (stereo not drawn),2.7,-4.7,0.0,-0.1
c1ccc(OCCCc2nc(-c3ccccn3)no2)cc1,-34.9,2.8,1.1,-0.2

# Remaining list, next part.
SMILES,TEAD-YAP inh,MITF primary,GPR151 activ,FBW7 activator
CN1C(=O)C(=Cc2cn(Cc3cccc(F)c3)c3ccccc23)C(=O)N(C)C1=O,0.0,7.8,0.6,-0.4
CCOC(=O)C1(CC/C(C)=N\NC(N)=O)CC(C)OC1=O (stereo not drawn),4.5,3.3,-1.0,0.1
CCc1ccc2c(c1)/C(=c1/sc3n(c1=O)CN(c1cccc(C(=O)O)c1)CN=3)C(=O)N2,-0.8,2.8,-0.7,3.9*
CCN(C(=O)c1cccc(Br)c1)c1ccccc1,-14.9,-26.3,-0.7,0.1
Oc1ccc(CCNc2ccnc(Nc3ccncn3)n2)cc1,-0.9,4.3,3.5,0.1
O=C(NCCCO)/C(=C\c1cccc([N+](=O)[O-])c1)NC(=O)c1ccc(Br)cc1,8.5,0.9,0.1,-0.1
O=C(NCCc1ccccc1)C(O)(c1ccccc1)c1ccccc1,-5.5,1.4,0.7,-0.1
Cc1nnc(SCC(=O)N2c3ccccc3C(C)(c3ccccc3)CC2(C)C)s1 (stereo not drawn),-7.0,-13.2,2.0,-0.2
O=C(NCC1CCCO1)c1ccc2c(c1)NC(=O)C(CS(=O)(=O)Cc1cccc(F)c1)N2 (stereo not drawn),2.3,-33.0,-1.4,0.1
Cc1ccc(S(=O)(=O)N2CCC(CNC(=O)NC34CC5CC(CC(C5)C3)C4)CC2)cc1,1.3,-6.2,0.6,0.0
Cc1ccc2nc(-c3ccc(C)c(NC(=O)COc4cc(C)c(Cl)c(C)c4)c3)oc2c1,2.7,3.6,0.5,0.1
CC(C)Oc1ccc2c(=O)c(-c3ccccc3)coc2c1,-8.9&23.8,0.0&1.9,-3.9&-3.5,-0.1&0.0
Cc1ccc(/C=N/NC(=O)c2cc([N+](=O)[O-])cc([N+](=O)[O-])c2)cc1,16.2,9.8,2.7,0.2
O=c1cc(-c2ccccc2)c2c(O)cc(O)cc2o1,5.7,6.4,0.1,0.3
Cc1nc2ccccc2nc1CSc1ncnc2sccc12,-8.4,10.8,-1.1,-0.1
CCC(=O)N1c2ccccc2NC2=C(C(=O)CCC2)C1c1ccc(Cl)c(Cl)c1 (stereo not drawn),5.2,-0.6,-0.4,-0.1
Oc1c(CN2CCCCCC2)cc(Cl)c2cccnc12,50.5*,45.8,-1.2,-1.1
CCC1(C)Cc2c(C#N)c(N)n(-c3ccccc3)c(=O)c2CO1 (stereo not drawn),-5.5,-10.6,-1.0,-0.1
CC1=C(C(=O)OCCc2ccccc2)C(c2cccc(C(F)(F)F)c2)NC(=O)N1C (stereo not drawn),1.5,2.9,-1.4,0.0
Cc1cccc(C(=O)Nc2c(C(=O)N3CCN(Cc4ccccc4)CC3)cnn2-c2ccccc2)c1,-2.1,-15.7,0.3,-0.1
CCCCC1CN(CCC(=O)NCCCn2cccn2)Cc2ccccc2O1 (stereo not drawn),-3.3,13.2,-0.4,0.9
OC(CN1CCOCC1)CN1CCN(Cc2ccc3c(c2)OCO3)CC1 (stereo not drawn),-0.9,76.2*,0.4,0.1
O=C(C1CCCN(Cc2ccccc2Cl)C1)N1CCCCC1 (stereo not drawn),3.6,47.4,-1.3,0.2
Ic1ccc(C2=CC(c3ccccc3)n3ncnc3N2)cc1 (stereo not drawn),-5.1,-6.1,1.7,0.0
COc1cc(Br)cc2cc(C(=O)N3CCC(C(N)=O)CC3)c(=O)oc12,-3.4,22.7,0.3,0.0
COc1ccc(CCNc2nc(SCc3cccc(F)c3)nc3ccccc23)cc1OC,-15.1,0.9,1.1,-0.1
Cc1cc(Cl)c(S(=O)(=O)Nc2ccon2)cc1OCC(N)=O,-4.5,29.4,0.1,0.0
O=C(CCCn1c(SCc2cc(=O)oc3cc(O)ccc23)nc2ccsc2c1=O)NCCc1ccccc1,6.0,8.0,-0.6,0.3
Cc1cccc(OCc2nc(C#N)c(NCCCN(C)C)o2)c1,-16.7,-13.4,2.0,-0.1
CCN(CC)CCN1COc2c(cc(Cl)c3cccnc23)C1,13.1,101.5*,-1.5,-0.5

# Source: PubChem BioAssay (The Scripps Research Institute Molecular Screening Center)
